# HSF1 activator – increases HSF-1 driven luciferase reporter signal; NIH3T3-HGL HSF-1 luciferase reporter, MG132, 8 h; 100% = twice DMSO control signal; activation, % at 9 µM; 1.7% of 300,000 active;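 active means mean replicate activation of at least 50% with a set share of replicates each reaching 50%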;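 further: 0% = median of the neutral control wells and 100% = twice that signal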
# PolyA inh – blocks polyadenylation in yeast reporter cells. 0.02% of 300,000 active. calls only at 12 µM. S. cerevisiae SKY197-pL101 polyadenylation reporter, beta-gal luminescence; efflux-impaired pdr1/pdr3 knockout yeast; score 100 = 6 SD above DMSO;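 active means lowest replicate activity score at least 50, where 100 means six control SD above control mean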;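 further: yeast exposed to compound for 9 h at 30 °C; higher score means more reporter readthrough which indicates perturbed polyadenylation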
# aSyn 5UTR inh – 5' untranslated region of α-synuclein, MLPCN primary screen; alpha-synuclein 5'UTR reporter, inhibitor activity; inhibition, % (tested at 7.5 µM); 0.82% of 300,000 active; AID 1813; in the data active means inhibition above about 60%;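 further: H4 neuroglioblastoma cells stably carrying SNCA 5'UTR luciferase fusion; 0% = DMSO wells and 100% = positive control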
# AI-2 QS modul – modulators of Vibrio harveyi AI-2 quorum sensing system; 0.4% of 300,000 active; Vibrio harveyi JMH597 AI-2 luminescence/OD600 ratio, 9 h; stronger effect = lower value; strain lacks LuxN and CqsS sensors; 0 = neutral-control median; activity change, % at 7.5 µM; in the data active means activity change below about -75%, passing the limit was not always enough;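 further: luminescence divided by OD600 gain over 9 h not by final OD600 alone; inactives centre near 13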
# HSF1 inhib – HSF1 inhibition. 0.77% of 300,000 active. activity change, negative = inhibition, % at 7.5 µM (by protocol). AID 2098. NIH3T3-HGL HSE-luciferase, MG132-induced, luminescence 8 h; stronger effect = lower value;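 active means more than half of replicate wells show activity change below -50%, luminescence cut by over half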;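 further: luciferase reports HSF-1 transcriptional activity via heat shock element; 0% = median of DMSO wells and -100% = zero luminescence signal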
# HSP90 inh – blocks HSP90-mediated luciferase refolding in reticulocyte lysate. Rabbit reticulocyte lysate, luciferase refolding luminescence, 3 h. inhibition, % at 5.6 µM. 0.91% of 290,000 active;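 active means inhibition above the screen-wide mean plus 3 SD, computed separately per campaign, cut at about 16% in these data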;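 further: 0% = DMSO wells and 100% = 60 µM geldanamycin wells; inhibitors lower the luminescence because luciferase stays unfolded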
# IEC-6 tox – kills IEC-6 intestinal cells in KLF5 counter-screen | IEC-6 cytotoxicity, luminescence viability | inhibition, % at 5 µM | 0.78% of 290,000 active | AID 1825; in the data active means inhibition above about 22%;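 further: 0% = plate median of test compound wells and 100% = cytotoxic reference compound wells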
# KLF5 inhibitor – inhibitors of KLF5 expression. DLD-1 KLF5 promoter-luciferase reporter, luminescence. inhibition, % at 5 µM. 0.23% of 290,000 active;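 active means inhibition above a per-plate limit of that plate's mean compound inhibition plus 3 SD, cut at about 60% in these data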;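 further: 0% = DMSO wells and 100% = LY294002 at 200 µM; higher means less KLF5 promoter-driven luciferase light; inactives centre near -14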
# GSK3B inh – blocks human GSK3beta kinase activity. activity score (negative = inhibition), % at 10 µM. GST-GSK3beta kinase, ADP-Glo luminescence, 60 min; stronger effect = lower value. 0.038% of 300,000 active. P49841;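 active means more than half of replicate wells score below -50%, meaning over 50% inhibition versus plate controls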;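 further: 0% = median DMSO wells and -100% = median GW8510 positive control wells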
# Target sequence (P49841 whole entry, looked up): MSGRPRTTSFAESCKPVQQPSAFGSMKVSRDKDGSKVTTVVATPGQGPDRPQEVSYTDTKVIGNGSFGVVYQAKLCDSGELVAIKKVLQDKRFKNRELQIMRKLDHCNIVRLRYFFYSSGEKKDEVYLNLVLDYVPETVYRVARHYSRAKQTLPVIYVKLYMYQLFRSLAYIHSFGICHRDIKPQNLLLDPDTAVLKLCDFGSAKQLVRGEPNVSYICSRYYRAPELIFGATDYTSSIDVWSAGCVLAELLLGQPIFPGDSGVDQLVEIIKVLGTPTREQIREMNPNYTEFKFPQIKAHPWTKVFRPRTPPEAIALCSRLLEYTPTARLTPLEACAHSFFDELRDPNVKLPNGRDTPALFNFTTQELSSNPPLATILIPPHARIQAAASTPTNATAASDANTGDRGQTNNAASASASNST
#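 Assay system: GST-fused GSK3beta enzyme, cell-free / Medium: Tris pH 7.5 buffer with MgCl2, DTT, BSA, heparin / Also added: peptide substrate plus 25 µM ATP (final) / Compound: 10 µM single point / Timing: kinase reaction with compound 60 min at room temperature / Detection: ADP-Glo luminescence / Benchmarks: DMSO neutral wells and GW8510 at 20 µM as positive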
# GSK3A inh – human GSK-3 alpha kinase inhibition. P49840. ADP-Glo luminescence, 60 min. inhibition, % at 10 µM. 0.1% of 320,000 active. AID 2650;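 in the data active means inhibition above about 50%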;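 further: GST-tagged GSK-3 alpha with peptide substrate and 25 µM ATP; 0% = DMSO neutral wells and 100% = GW8510 positive control wells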
# Target sequence (P49840 whole entry, looked up): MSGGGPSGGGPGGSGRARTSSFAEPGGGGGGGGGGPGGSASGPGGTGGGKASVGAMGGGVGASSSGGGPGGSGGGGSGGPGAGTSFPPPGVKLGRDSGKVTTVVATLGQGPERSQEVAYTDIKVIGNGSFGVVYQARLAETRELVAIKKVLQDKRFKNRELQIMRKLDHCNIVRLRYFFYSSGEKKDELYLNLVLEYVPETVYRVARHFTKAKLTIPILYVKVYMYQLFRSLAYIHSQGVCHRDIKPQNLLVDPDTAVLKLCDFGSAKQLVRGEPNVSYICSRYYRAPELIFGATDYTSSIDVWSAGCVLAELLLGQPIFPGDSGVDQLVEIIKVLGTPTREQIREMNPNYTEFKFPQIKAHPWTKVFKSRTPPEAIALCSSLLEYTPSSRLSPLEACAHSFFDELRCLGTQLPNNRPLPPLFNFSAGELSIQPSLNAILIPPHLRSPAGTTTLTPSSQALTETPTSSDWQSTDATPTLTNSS
# * = called active by the depositor; i = inactive; . = not tested or not shown.
SMILES,HSF1 activator,PolyA inh,aSyn 5UTR inh,AI-2 QS modul,HSF1 inhib,HSP90 inh,IEC-6 tox,KLF5 inhibitor,GSK3B inh,GSK3A inh
c1ccc(Nc2ccc3c4c(cccc24)CC3)cc1,-12,i,2,-5,-8,-2,3,-3,-3,2
CCOC(=O)N1CCN(CC(=O)N2c3ccccc3Sc3ccccc32)CC1,6,i,-10,6,-1,13,5,-7,1,7
Cc1c(CC(=O)N2CCC(C(N)=O)CC2)c(=O)oc2cc3c(cc12)CCC1(CCCCC1)O3,3,i,-9,16,2,2,-1,-24,3,5
CCCNc1[nH]c(=O)n(C)c(=O)c1N=O,-4,i,4,-4,-1,-1,0,-10,1,-4
Cc1cc(CCN2CCC(=O)NC2=S)ccc1OC(C)C,-8,i,21,26,3,8,-2,-9,2,-5
CC(C)(C)n1nc2c(c1NC(=O)c1ccc(S(=O)(=O)N3CCCCC3)cc1)CS(=O)C2 (stereo unspecified),.,.,.,.,.,2,7,-24,.,-1
CN1CCN(S(=O)(=O)c2cccc(C(=O)Nc3cccc(S(N)(=O)=O)c3)c2)CC1,7,i,12,26,-8,-3,0,-5,-5,-1
O=C(COC(=O)CCC(=O)c1cccs1)NCc1ccc(Cl)cc1,-7,i,-18,14,0,-7,0,-30,3,1
O=C(Nc1nnc(Cc2ccc(Cl)cc2)s1)c1ccco1,22,i,-17,9,3,-2,-5,-26,1,-3
Cc1ccc(S(=O)(=O)Nc2cc(Cl)c(O)cc2C)cc1,8,i,19,30,10,-1,1,-21,-1,2
CCOc1ccccc1Oc1c(C)oc2c(CN3CCN(CCO)CC3)c(O)ccc2c1=O,-4,i,6,1,-6,-2,-2,-35,-1,-3
CNC(=O)C1CC(=O)N(CCc2ccccc2)C(=Nc2ccc(OC)cc2)S1 (stereo unspecified),0,i,-4,17,-4,-1,2,-20,-9,-1
COc1ccc(OC)c(-n2c(=S)[nH]c3cc(C(=O)N4CCC(C(N)=O)CC4)ccc3c2=O)c1,4,i,-6,19,-13,-2,4,-23,1,-2
Cc1cccc(NCC(=O)N/N=C/c2cccc(Br)c2)c1,12,i,7,14,1,1,4,-30,2,-4
CC(C)N(CCNC(=O)C1CCC(=O)N1Cc1ccc(F)cc1)Cc1ccccc1 (stereo unspecified),8,i,4,-7,7,5,-1,0,1,.
COc1ccc(NC(=O)C(=O)N2N=C(C(C)C)CC2(O)C(F)(F)F)cc1 (stereo unspecified),13,i,-6,2,3,1,8,-13,-1,14
CCOC(=O)N1CCN(CCC(=O)Nc2cc(C)ccc2C)CC1,-2,i,4,5,-7,2,0,-46,1,2
O=C(NN/C(=N/S(=O)(=O)c1ccc(Cl)cc1)c1ccccc1)c1cccc(Cl)c1,52*,i,-124,5,16,0,4,-175,-2,-1
COC(=O)c1c(-c2ccccc2Cl)noc1/C=C/N(C)C,-6,i,3,28,-8,6,5,3,2,2
COc1ccc([N+](=O)[O-])cc1N(CC(=O)NC1CCCCC1)S(C)(=O)=O,6,i,14,19,0,4,5,-10,1,-1
CCOc1ccc(C(=O)NCCCCNC(=O)c2ccc(OCC)cc2)cc1,24,i,-50,.,18,-2,-5,-139,.,1
CN(C(=O)COC(=O)CCC(=O)c1ccccc1)c1c(N)n(Cc2ccccc2)c(=O)[nH]c1=O,9,i,-15,9,3,.,.,.,-2,-1
CCCNC(=O)C1CCCN(S(=O)(=O)c2ccc3c(c2)CC(C)N3C(=O)C2CC2)C1 (stereo unspecified),5,i,0,13,4,11,5,-39,-2,-1
C=CCn1c(SCC(=O)Nc2cc(C)on2)nc2sc(C)c(C)c2c1=O,14,i,-1,3,4,1,0,-8,0,-5
O=C(Nc1ccc(F)cc1F)c1cncc(Br)c1,-26,i,-21,8,-8,0,-3,-21,1,-1

# Carrying on.
SMILES,HSF1 activator,PolyA inh,aSyn 5UTR inh,AI-2 QS modul,HSF1 inhib,HSP90 inh,IEC-6 tox,KLF5 inhibitor,GSK3B inh,GSK3A inh
CS(=O)(=O)N1CCCC(C(=O)NCCN2CCC(Cc3ccccc3)CC2)C1 (stereo unspecified),2,i,-3,12,-9,1,0,3,2,-4
CC(C)N=C1NN=C(c2cccs2)C(CC(=O)O)S1 (stereo unspecified),-3,i,-24,15,5,1,0,-5,1,-1
COC(=O)c1ccc(COc2ccc3c(C)c(C)c(=O)oc3c2)o1,16,i,-11,16,18,18*,1,-5,-1,2
CCOC(=O)c1nn(-c2ccc3c(c2)CCN3C(C)=O)cc1O,15,i,16,35,-2,13,0,-136,0,-2
CCn1c(=O)cc(SCC(=O)NCCCN2CCN(c3ccccc3F)CC2)c2ccccc21,26,i,-41,-11,16,2,22*,-14,1,-4
COc1ccc(C(=O)NNC(=O)CSc2nc3c(c(=O)n(C)c(=O)n3C)n2C)cc1,6,i,16,-3,-2,-1,4,-23,2,-1
C=CCSc1ncnc2sc(C)c(C)c12,4,i,7,3,-1,5,8,9,2,-3
CCn1c(O)c(N=NC(=O)c2cccs2)c2ccccc21,63*,i,-67,28,19,0,1,-10,-1,0
N#Cc1ccc(C23CC4(C2)[C@H](CN(Cc2ccc(-c5ccccc5)cc2)[C@@H]4c2ccccc2)C3c2ccc(Cl)nc2)cc1 (stereo partly specified),-4,i,25,17,4,.,.,.,3,-1
O=C(CC1C(=O)NCCN1Cc1ccc(-c2ccccc2)cc1)NCCCn1cccn1 (stereo unspecified),.,i,4,9,.,5,2,-9,0,6
C/C(=N\NC(=O)c1cccc(S(=O)(=O)N2CCCC2)c1)c1ccco1,2,i,4,27,-5,-5,-9,-17,-3,0
O=C(OCCCC(=O)N1CCOCC1)c1ccccc1,4,i,-14,13,-2,-1,1,-38,0,-1
O=C(OCC(=O)N1CCCc2ccccc21)c1cc(Cl)ccc1O,4,i,-5,21,2,4,-2,-41,0,-1
O=C(OCc1cccc([N+](=O)[O-])c1)c1ccc2ccccc2n1,-2,i,9,-23,0,-2,-6,-17,-3,-2
CC1CC1C(=O)OCC(=O)Nc1cccc([N+](=O)[O-])c1 (stereo unspecified),10,i,-7,9,-4,7,6,-13,-3,-1
COC(=O)c1ccc2c(c1)NC(=O)C1CCCN21 (stereo unspecified),1,i,5,21,0,.,.,.,4,.
O=C(CN(C(=O)Cn1nnc(-c2ccc(F)cc2)n1)c1cnc2ccccc2c1)NCC1CCCO1 (stereo unspecified),7,i,-3,16,-1,2,-7,-21,3,-2
CCn1c(SCC(=O)NC(=O)c2ccccc2OC)nc2ccccc21,-16,i,7,17,-2,-1,4,-23,5,-1
O=C(Nc1cccc(-c2cc3ccccc3oc2=O)c1)c1ccc(Br)o1,5,i,3,3,1,2,-1,-25,-4,0
CCN(CC(=O)Nc1c(F)cccc1F)C(=O)c1ccc(Cl)c(S(=O)(=O)N2CCCC2)c1,-9,i,-8,3,1,.,.,.,-3,-1
Cc1cc(/C=N/n2cnnc2)c(C)n1-c1ccc(OCc2ccc(F)cc2)cc1,-7,i,-73,1,-2,1,-1,-81,-1,-4
CCOC(=O)c1cc2sc(C)cc2n1CC(=O)NCc1ccc(F)cc1,34,i,-1,5,19,2,-1,-34,2,1
Cn1cnc(S(=O)(=O)Nc2ccc(Cl)c(C(F)(F)F)c2)c1,2,i,4,-1,-2,-1,4,-17,0,7
COc1ccc(S(=O)(=O)Nc2ccc(NC(C)=O)cc2)cc1[N+](=O)[O-],.,i,.,2,.,-2,1,2,2,0
O=C(NCc1nc2ccccc2[nH]1)C1=C[C@@H](c2ccc(Br)cc2)C[C@@H](OCc2ccc(CO)cc2)O1,1,i,29,27,8,0,2,8,0,-2

# Profiles from above. Screens in order: HSF1 activator, PolyA inh, aSyn 5UTR inh, AI-2 QS modul, HSF1 inhib, HSP90 inh, IEC-6 tox, KLF5 inhibitor, GSK3B inh, GSK3A inh
# COc1ccc(C(=O)NNC(=O)CSc2nc3c(c(=O)n(C)c(=O)n3C)n2C)cc1 across the screens: 6, i, 16, -3, -2, -1, 4, -23, 2, -1
# O=C(OCC(=O)N1CCCc2ccccc21)c1cc(Cl)ccc1O across the screens: 4, i, -5, 21, 2, 4, -2, -41, 0, -1
# CCN(CC(=O)Nc1c(F)cccc1F)C(=O)c1ccc(Cl)c(S(=O)(=O)N2CCCC2)c1 across the screens: -9, i, -8, 3, 1, ., ., ., -3, -1

# (next part)
SMILES,HSF1 activator,PolyA inh,aSyn 5UTR inh,AI-2 QS modul,HSF1 inhib,HSP90 inh,IEC-6 tox,KLF5 inhibitor,GSK3B inh,GSK3A inh
COC(=O)CCCNC(=O)c1ccc(OC2CCN(CCc3ccccc3)CC2)cc1,-2,i,6,1,-2,1,0,0,3,-2
CCN1CCCC1CNCC(O)COc1ccc(C(C)(C)C)cc1C (stereo unspecified),16,i,6,7,7,-3,-3,-2,0,0
CCCCN1C(N)=NC[C@@H]1c1ccccc1,1,i,-7,17,-7,.,.,.,-4,-1
CCOc1ccccc1NC(=O)C1C2CCC(O2)C1C(=O)O (stereo unspecified),-10,i,-13,24,-11,-1,1,-6,-3,1
O=c1c2cc(N3CCOCC3)ccc2[nH]c(=S)n1CCN1CCCC1,3,i,-18,20,2,2,4,-10,-2,-1
O=C(O)C1(P(=O)(c2ccc(Cl)cc2)c2ccc(Cl)cc2)CCCC1,3,i,20,19,-5,0,-8,4,2,-2
COc1ccc(S(=O)(=O)NCc2cccnc2)cc1C(=O)NC1CCCCC1,-13,i,0,14,-12,0,2,-18,2,-3
CCOC(=O)c1sc(N(Cc2ccccc2)C(=O)COC(=O)c2ccccc2O)nc1C,35,i,-39,25,-6,-1,2,-32,3,-1
COc1cccc(CN2CCC(Oc3ccc(C(=O)NCc4ccccn4)cc3)CC2)c1O,21,i,-2,29,5,-2,-4,-3,2,.
CCOc1cc(/C=C2\NC(=O)NC2=O)cc([N+](=O)[O-])c1O,4,i,4,24,-3,-1,-7,-23,-4,22
Cc1cc(NC(=O)c2c(F)c(F)c(F)c(F)c2F)no1,6,i,-27,17,-7,0,17,-18,12,-1
Cc1cc2c(cc1S(=O)(=O)N1CC(C)CC(C)C1)OCC(=O)N2 (stereo unspecified),3,i,-24,2,-5,-3,1,3,1,3
CC(=O)c1cc(-c2ccc(F)cc2)n(CCC(=O)Nc2cccnc2)c1C,-10,i,12,15,12,2,2,-5,3,0
Cn1c(=O)[nH]c(=O)c2c1nc(N1CCCCCC1)n2CCSc1nc2ccccc2[nH]1,-4,i,-5,12,1,2,2,-32,1,-3
N=c1sccn1CC(=O)Nc1cc(S(=O)(=O)N2CCCCC2)ccc1Cl,13,i,3,16,12,-1,-4,0,0,1
Cc1cc(C)c(NC(=O)CCCCCNC2CCCCC2)c(C)c1,-5,i,-11,7,-3,-3,0,-25,5,0
CC(=O)n1cc([C@H]2C=C(C(=O)N3CCOCC3)O[C@@H](OCCCCO)C2)c2ccccc21,-13,i,-5,17,-6,.,.,.,-1,2
CC(C)C[C@H](NC(=O)c1nc[nH]c1C(=O)N1CCN(C(=O)OC(C)(C)C)CC1)C(=O)OCc1ccccc1,-11,i,19,16,-7,1,4,2,-3,5

# An excerpt; rates above refer to the full screens.
